Screening results deposited in PubChem BioAssay by several laboratories.
TNAP inh hiacc: inhibitors of human TNAP at high phosphate acceptor concentration. purified TNAP, CDP-star luminescence, 1 M DEA. P05186. inhibition, % at 20 µM. AID 1135. 200,000 compounds, 0.03% hits;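 active means over 50% inhibition of tissue-nonspecific alkaline phosphatase at 20 µM in the single-dose screen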;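 further: plate controls were DMSO wells for no effect and EDTA-quenched wells as full inhibition for full effect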
PMI act: activators of human phosphomannose isomerase | 190,000 compounds, 0.005% hits | purified human PMI, coupled resazurin fluorescence, 20 min; stronger effect = higher value; 1 = vehicle control, 0 substrate-free wells | AID 1214 | P34949 | activation factor at 20 µM;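 active means activation factor of 2 or more at 20 µM, relative to plate controls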
Target sequence (P34949 whole entry, looked up): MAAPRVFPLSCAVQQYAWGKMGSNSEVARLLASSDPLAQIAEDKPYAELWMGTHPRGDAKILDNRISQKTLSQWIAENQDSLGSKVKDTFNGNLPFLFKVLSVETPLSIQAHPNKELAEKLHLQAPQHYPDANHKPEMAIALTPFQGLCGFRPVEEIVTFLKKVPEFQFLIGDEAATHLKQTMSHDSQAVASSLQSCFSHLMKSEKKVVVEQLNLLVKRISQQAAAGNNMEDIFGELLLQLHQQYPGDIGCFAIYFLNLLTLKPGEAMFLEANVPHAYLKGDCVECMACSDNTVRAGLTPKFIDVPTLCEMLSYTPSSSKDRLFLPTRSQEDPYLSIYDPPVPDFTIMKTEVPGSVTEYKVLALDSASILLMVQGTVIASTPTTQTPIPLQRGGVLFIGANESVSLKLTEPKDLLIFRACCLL
FLuc act counter: affects firefly luciferase, flagging false hits in luciferase stimulation screens; P08659; ATPlite luciferase biochemical, luminescence, 10 min; 0 = ATP-free wells, 1 = DMSO control; activation factor at 10 µM; 200,000 tested, under 10 active;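 active means luciferase activation factor, scaled between plate controls, of at least 2 with compound at 10 µM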
Target sequence (P08659 whole entry, looked up): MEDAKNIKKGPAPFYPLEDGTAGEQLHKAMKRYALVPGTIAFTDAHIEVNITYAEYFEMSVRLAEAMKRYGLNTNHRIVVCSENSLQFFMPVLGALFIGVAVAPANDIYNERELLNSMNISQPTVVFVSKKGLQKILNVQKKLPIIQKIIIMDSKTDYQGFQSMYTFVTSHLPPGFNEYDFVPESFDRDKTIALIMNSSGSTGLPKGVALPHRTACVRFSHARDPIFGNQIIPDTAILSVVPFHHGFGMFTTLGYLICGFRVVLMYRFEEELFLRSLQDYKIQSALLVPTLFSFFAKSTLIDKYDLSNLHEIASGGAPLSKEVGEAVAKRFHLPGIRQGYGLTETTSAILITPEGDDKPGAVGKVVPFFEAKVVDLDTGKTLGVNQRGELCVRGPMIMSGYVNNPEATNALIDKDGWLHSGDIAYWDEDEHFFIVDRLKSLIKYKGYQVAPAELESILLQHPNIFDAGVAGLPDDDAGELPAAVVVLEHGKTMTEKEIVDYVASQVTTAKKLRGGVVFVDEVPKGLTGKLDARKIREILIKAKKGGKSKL
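Assay system – cell-free luciferase reagent · Medium – PBS-based ATP solution · Dosing – test compounds dosed from 2 mM stocks in 100% DMSO · Timing – 10 min, room temperature · Technique – light output (luminescence) · Measure – luminescence gain marking luciferase activators · Controls – No-ATP low control, compound-free enzyme-plus-ATP high control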
TNAP act hiacc: activators of human TNAP at high phosphate acceptor concentration; P05186; purified TNAP, CDP-star luminescence, 1 M DEA, 30 min; stronger effect = higher value; 0 = EDTA background, 1 = DMSO-only activity; activation factor at 20 µM; 200,000 tested, under 10 active;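 active means activation factor at least 2 at 20 µM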
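Dosing: 20 µM single point. System: human TNAP. Amount: TNAP 1/800 final. Incubation: 30 min, room temperature. Read-out: TNAP activation factor scaled between EDTA and DMSO control wells. Signal: luminescence from CDP-star hydrolysis. Medium: 1 M DEA, pH 9.8, Mg2+, Zn2+. Control set: EDTA negative control, DMSO positive control.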
TNAP inh no acc: TNAP (human) inhibition, acceptor-free conditions | P05186 | purified TNAP, CDP-star luminescence, 30 min | inhibition, % at 20 µM | 200,000 compounds, 0.26% hits;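 active means tissue-nonspecific alkaline phosphatase inhibition above about 50% at 20 µM in the single-dose screen, limit read from the data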;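 further: 0% = DMSO negative control and 100% = EDTA positive control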
PMI act satM6P: activators of human phosphomannose isomerase at near-saturating mannose 6-phosphate. P34949. coupled PMI enzyme assay, resazurin fluorescence, 20 min; stronger effect = higher value; 1 = untreated enzyme, 0 = substrate-free blank. activation factor at 20 µM. 190,000 compounds, 0.34% hits;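 active means activation factor of 2 or more at 20 µM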
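Test system: human phosphomannose isomerase with PGI, G6PDH, diaphorase coupling enzymes; amount: 15 ng/mL PMI; incubation: enzyme reaction with compound 20 min at room temperature; technique: resorufin fluorescence (Ex 544/Em 590 nm) from resazurin via diaphorase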
APP 5'UTR act: activates APP 5'UTR luciferase reporter; 190,000 compounds, 1% hits; AID 1276; activation, % at 2 µM; SH-SY5Y APP 5'UTR luciferase reporter, luminescence; zero percent = DMSO vehicle wells;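 active means activation above a set limit, based on mean plus 3 SD of controls, cut at about 140% in these data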; further: values of inactives mirror those of a sister screen read the other way
NF-kB neuron act: NF-kB expression increase, human neuronal cells. NF-kB reporter expression; stronger effect = higher value. 190,000 compounds, 1.6% hits. fold change at 12.5 µM. AID 1239; in the data active means fold change above about 3.3
bIAP activator: intestinal alkaline phosphatase (bovine) activation; purified bovine IAP, CDP-star luminescence, 30 min; stronger effect = higher value; fold of DMSO-control signal, blank-subtracted; activation factor at 20 µM; 200,000 compounds, 0.17% hits; AID 1016;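 active means activation factor of 2 or more at 20 µM, a signal rise over negative controls twice the positive control's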
FLuc inh counter: counter-screen for luciferase assay inhibitors: firefly luciferase inhibition; P08659; ATPLite firefly luciferase biochemical luminescence, 10 min; inhibition, % at 10 µM; 200,000 compounds, 1.5% hits;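 active means inhibition above about 50% when tested at 10 µM, limit read from the data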
* = called active by the depositor; · = not tested or not shown. No enrichment for hits; 3.6% or so of the library scored in one or more.

Every second line gives: TNAP inh hiacc, PMI act, FLuc act counter, TNAP act hiacc, TNAP inh no acc, PMI act satM6P, APP 5'UTR act, NF-kB neuron act, bIAP activator, FLuc inh counter
- CCOc1ccccc1NC(=O)COn1nnc2ccc(Cl)cc21
    -2, 0.9, 1, 1, -1, 1, -5, 1.2, 0.9, 5
- Cc1ccc(OCCn2c(=O)sc3ccccc32)cc1
    -4, 0.9, 0.9, 1, -11, 0.9, 58, 2.4, 1, 12
- CCOc1ccc(-c2nnn(CC(=O)N3CCN(c4ccc(OC)cc4)CC3)n2)cc1OCC
    -2, 1, 1, 1, -8, 1, -9, 0.88, 0.8, -4
- CCn1c(Sc2ccc(N)cc2Cl)nc2ccccc21
    1, 0.8, 1, 1, -4, 0.8, -11, 1.1, 0.9, -2
- CC(=O)OCC1(C)CN(c2ccccc2)N(C(=O)c2ccc(F)cc2)C1=O (stereo not given)
    8, 1.1, 1, 0.9, 8, 1, 30, 1.1, 0.9, 4
- CN(C)c1ccc(/C=N/NC(N)=S)cc1[N+](=O)[O-]
    11, 0.9, 1, 0.9, -2, 1, 3, 1.3, 1, 2
- CC(=O)Oc1cccc(N2C(=O)C3C4C=CC(C4=C(C)C)C3C2=O)c1 (stereo not given)
    0, 1, 1, 1, -6, 1.1, 4, 0.99, 1, -2
- Cc1cc(=O)n2[nH]c(-c3cccnc3)nc2n1
    2, 1, 0.7, 1, -8, 1, ·, 0.98, 0.9, 30
- FC(F)(F)c1cccc(Cc2noc(CN3CCCCC3c3ccccn3)n2)c1 (stereo not given)
    1, 0.9, 1, 1, -6, 0.9, 13, 0.92, 1, -4
- CCCn1c(SCC(=O)Nc2nnc(CC)s2)nnc1-c1ccncc1
    -2, 1, 1, 1, -1, 0.9, 2, 1, 1.3, -4

Remaining list, next part:
Every second line gives: TNAP inh hiacc, PMI act, FLuc act counter, TNAP act hiacc, TNAP inh no acc, PMI act satM6P, APP 5'UTR act, NF-kB neuron act, bIAP activator, FLuc inh counter
- Cc1nn(Cc2cccc(F)c2)c(C)c1NC(=O)c1c([N+](=O)[O-])c(C)nn1C
    -8, 1.1, 1.1, 1.1, -6, 1.1, -1, 1.3, 0.9, -12
- COCCNC(=O)Cn1c(=O)n(CCCCCC(=O)NCc2ccc3c(c2)OCO3)c(=O)c2sccc21
    -7, 1.1, 1, 1.1, -10, 1.1, -6, 0.97, 1.1, -2
- COC(=O)c1ccccc1NC(=O)NCc1c(C)nn(C)c1C
    -1, 0.9, 0.7, 1, 2, 1, 27, 0.93, 1.2, 30
- Cc1cccc(N(CC(=O)NCCSc2ccccn2)S(=O)(=O)c2ccccc2)c1
    -4, 0.9, 1.1, 1, -13, 1, 0, 0.9, 0.9, -6
- CC1(C)CC(=O)c2sc(NC(=O)c3ccco3)nc2C1
    0, 1, 0.3, 1, -14, 1, 38, 1.4, 1, 74*
- O=C(CN1CCCCC1)Nc1ccc(NC(=O)c2ccc(Cl)cc2)cc1Cl
    0, 1, 1.1, 1, -6, 1.1, -14, 1.2, 1, -5
- COCc1cc(=O)[nH]c2cc(NC(=O)C(C)(C)CCl)c(C)cc12
    1, 0.9, 1, 1, -5, 0.9, -10, 1, 0.9, -3
- COc1cc2c(cc1NC(=O)CSc1nnc(Cc3cccs3)n1C)oc1ccccc12
    -3, 0.8, 1, 1, -11, 0.8, -2, 0.86, 1.1, -1
- O=S(=O)(NCCN1CCOCC1)c1ccc2c(c1)OCCO2
    1, 1, 1.1, 1, -5, 1, 3, 1, 1.1, -6
- COc1ccc(NC(=O)c2ccc(=O)[nH]c2)cc1S(=O)(=O)N1CCCCC1
    -6, 1, 1, 1.1, -10, 1, -10, 1.1, 1.4, -5

More structures
Every second line gives: TNAP inh hiacc, PMI act, FLuc act counter, TNAP act hiacc, TNAP inh no acc, PMI act satM6P, APP 5'UTR act, NF-kB neuron act, bIAP activator, FLuc inh counter
- O=C(Nc1ncnc2sc3c(c12)CCCC3)c1ccncc1
    -6, 1, 1.1, 1.1, 3, 0.9, 8, 1.1, 1.1, -7
- Cc1ccc(S(=O)(=O)NC2CCOC(C)(C)C2)cc1 (stereo not given)
    0, 0.9, 1, 1, -6, 0.9, 9, 1.3, 0.9, -2
- COC(=O)[C@H](C)NC(=O)NCc1ccco1
    -4, 1, 1, 1, -11, 1, 18, 0.96, 1, -3
- CC(=O)OCC(OC(C)=O)C(OC(C)=O)C(OC(C)=O)C(=O)Nc1ccccc1 (stereo not given)
    0, 1, 1, 1, 0, 0.9, 11, 1, 1.1, 0
- CCc1ccc(CNCc2ccc(F)cc2)cc1
    0, 1.1, 1.1, 1, -8, 1.1, 10, 1.4, 1, -9
- COc1ccc(CCNC(=O)CCCn2c(=O)[nH]c3cc(OC)c(OC)cc3c2=O)cc1OC
    -3, 1, 1.1, 1, -8, 0.9, 0, 0.83, 1.1, -6
- CNC(=O)c1[nH]cnc1C(=O)Nc1cccc(OC)c1
    -2, 0.8, 1, 1, -5, 0.9, 2, 0.57, 1.4, 4
- N=c1c2c(-c3ccccc3)c(-c3ccccc3)oc2ncn1Cc1ccco1
    2, 0.9, 1, 1, -4, 1, 11, 1.1, 0.9, -3
- COc1cccc(OCC(=O)N(Cc2nc(-c3ccc(Cl)cc3)no2)C(C)C)c1
    -6, 0.9, 1.1, 1.1, -12, 0.9, -12, 1.1, 0.9, -6
- CC(C)CCOc1ccc(C(=O)N2CCCC2C(=O)O)cc1 (stereo not given)
    -8, 1.1, 1.1, 1.1, -10, 1.1, 0, 1.1, 0.9, -10

Going on with the list:
Every second line gives: TNAP inh hiacc, PMI act, FLuc act counter, TNAP act hiacc, TNAP inh no acc, PMI act satM6P, APP 5'UTR act, NF-kB neuron act, bIAP activator, FLuc inh counter
- CCOC(=O)N1CCN(C(=O)c2oc3ccc(S(=O)(=O)N4CCCCCC4)cc3c2C)CC1
    -4, 1, 1.1, 1, 4, 1, -10, 0.57, 1, -12
- Cc1ccccc1C(=O)N1CCN(c2ccc(NC(=O)c3cccnc3)cc2)CC1
    2, 1, 1, 1, -7, 1, -17, 1, 1, -4
- COC(Cn1c(C)c(C(C)=O)c(C(C)=O)c1C)OC
    -5, 1, 1.1, 1, -12, 1, 5, 1.4, 0.9, -6
- CCOC(=O)C1CCCN(c2cc(C)nc3cc(-c4ccc(F)cc4)nn23)C1 (stereo not given)
    -7, 1, 1.1, 1.1, 14, 1, -8, 0.77, 1.2, -6
- CCC(c1nnnn1CCc1ccccc1)N(Cc1ccco1)Cc1cc2cc(C)cc(C)c2[nH]c1=O (stereo not given)
    2, 0.9, 1, 1, -2, 1.1, 14, 0.97, 1, -3
- CCc1c(C)nc(N)n2c(SCC(=O)N3CCCc4ccccc43)nnc12
    -4, 0.9, 1.1, 1, -20, 0.9, 2, 1, 1, -5
- Cc1ccc(C2C(C#N)=C(N)Oc3n[nH]c(-c4cccs4)c32)s1 (stereo not given)
    3, 0.7, 1.1, 1, -7, 0.5, -2, 1, 0.9, -7
- Cc1cc(C)cc(NC(=O)c2ccc(NC(=O)C3C4CC5OC(=O)C3C5C4)cc2)c1 (stereo not given)
    -7, 1, 1.1, 1.1, -11, 0.8, 4, 1.3, 1, -6
- CCCSC(=S)NC1CCS(=O)(=O)C1 (stereo not given)
    4, 1.1, 1, 1, 27, 1, 5, 2.2, 0.9, -2
- CCC(C)(C)C1CCC(=NNc2nc3ccccc3[nH]2)CC1 (stereo not given)
    1, 1.7, 0.9, 1, 32, 2*, 43, 0.58, 0.9, 7

Ordered by molar mass (rising): some entries from above
Every second line gives: TNAP inh hiacc, PMI act, FLuc act counter, TNAP act hiacc, TNAP inh no acc, PMI act satM6P, APP 5'UTR act, NF-kB neuron act, bIAP activator, FLuc inh counter
- CCc1c(C)nc(N)n2c(SCC(=O)N3CCCc4ccccc43)nnc12
    -4, 0.9, 1.1, 1, -20, 0.9, 2, 1, 1, -5
- Cc1cc(C)cc(NC(=O)c2ccc(NC(=O)C3C4CC5OC(=O)C3C5C4)cc2)c1 (stereo not given)
    -7, 1, 1.1, 1.1, -11, 0.8, 4, 1.3, 1, -6
- CCOC(=O)N1CCN(C(=O)c2oc3ccc(S(=O)(=O)N4CCCCCC4)cc3c2C)CC1
    -4, 1, 1.1, 1, 4, 1, -10, 0.57, 1, -12

Additional records follow:
Every second line gives: TNAP inh hiacc, PMI act, FLuc act counter, TNAP act hiacc, TNAP inh no acc, PMI act satM6P, APP 5'UTR act, NF-kB neuron act, bIAP activator, FLuc inh counter
- Cc1ccc(C2NC(c3ccc(C)cc3)C(C)C(=NO)C2C)cc1 (stereo not given)
    -2, 0.8, 1.1, 1, -4, 0.8, 5, 1.1, 0.9, -6
- Cc1ccc(-n2ncc3c(NCc4ccc5c(c4)OCO5)ncnc32)c(C)c1
    -5, 0.9, 1.1, 1, -12, 0.9, 0, 0.85, 0.6, -12
- O=C(c1ccccc1)c1ccc(OCC(O)CNC2CCCc3ccccc32)cc1 (stereo not given)
    -2, 0.9, 1.1, 1, -3, 1, 8, 0.92, 0.9, -5
- CCC(=O)Oc1ccc(C(=O)Nc2cccc(C(=O)NCC(C)C)c2)cc1
    -8, 0.9, 0.9, 1.1, -15, 1, -9, 1, 1, 13
- COc1ccc(/C=C2\C(=O)OCc3cc(OC)c(OC)cc32)cc1OC
    -3, 1, 0.8, 1, -11, 1.1, -6, 1.2, 1.2, 22
- Cc1ccc2cc(CCNC(=O)c3cccs3)c(=O)[nH]c2c1C
    2, 1, 1, 1, -5, 1.1, 126, 4*, 1.1, 4
- Cc1ccc(S(=O)(=O)N2CCCCC2)cc1NC(=O)CN1C(=O)CN(C)C1=O
    -3, 1, 1, 1, 2, 1, 16, 1.2, 1.3, 0
- COc1ccc(Cl)cc1NC(=O)CSc1nnc(COc2ccccc2)n1C
    0, 0.9, 1, 1, -4, 1, -14, 0.76, 1, -4
- O=c1c2ccccc2nnn1CSc1nnc(Nc2ccccc2)s1
    -2, 1, 1.1, 1, -7, 0.9, 21, 1.6, 0.9, -6
- CCOc1cc(C)c(S(=O)(=O)N2CCCC2)cc1C
    -1, 1, 1.1, 1, -6, 0.9, 0, 1, 1.1, -9
- O=C(c1ccco1)c1cc2c(ccc3ccccc32)oc1=O
    -1, 1.1, 1, 1, -12, 1.1, 1, 1.3, 1, -3
- COc1ccc(CCN(Cc2nc3ccccc3c(=O)[nH]2)C(=O)C2CC2)cc1
    -6, 1, 1.1, 1.1, -9, 1, 0, 1.1, 1.1, -8
- COc1ccccc1CC(NC(C)=O)C(=O)NC1CCN(C(=O)Nc2ccccc2Cl)CC1 (stereo not given)
    -6, 1, 1.1, 1.1, -9, 1, -1, 1.1, 1, -9
